Gli-Sufu block = blocks Gli-Sufu signaling in a luciferase reporter; Sufu-KO-LIGHT fibroblasts, Gli luciferase reporter luminescence; inhibition, % at 5 µM; 0.74% of 340,000 active;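 active means inhibition above about 55%, limit read from the data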;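 further: 0% = DMSO-treated cells and 100% = wells with medium but no cells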
HKDC1 inh = HKDC1 (human) hexokinase inhibition. inhibition, % at 20 µM. recombinant HKDC1, G6PDH/diaphorase resazurin coupled fluorescence. 0.16% of 340,000 active. AID 493160;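 active means inhibition above about 35% when tested at 20 µM, limit read from the data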;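 further: plate controls were DMSO wells with enzyme for no effect and DMSO wells lacking enzyme for full effect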
Target sequence (Q2TB90 whole entry, looked up): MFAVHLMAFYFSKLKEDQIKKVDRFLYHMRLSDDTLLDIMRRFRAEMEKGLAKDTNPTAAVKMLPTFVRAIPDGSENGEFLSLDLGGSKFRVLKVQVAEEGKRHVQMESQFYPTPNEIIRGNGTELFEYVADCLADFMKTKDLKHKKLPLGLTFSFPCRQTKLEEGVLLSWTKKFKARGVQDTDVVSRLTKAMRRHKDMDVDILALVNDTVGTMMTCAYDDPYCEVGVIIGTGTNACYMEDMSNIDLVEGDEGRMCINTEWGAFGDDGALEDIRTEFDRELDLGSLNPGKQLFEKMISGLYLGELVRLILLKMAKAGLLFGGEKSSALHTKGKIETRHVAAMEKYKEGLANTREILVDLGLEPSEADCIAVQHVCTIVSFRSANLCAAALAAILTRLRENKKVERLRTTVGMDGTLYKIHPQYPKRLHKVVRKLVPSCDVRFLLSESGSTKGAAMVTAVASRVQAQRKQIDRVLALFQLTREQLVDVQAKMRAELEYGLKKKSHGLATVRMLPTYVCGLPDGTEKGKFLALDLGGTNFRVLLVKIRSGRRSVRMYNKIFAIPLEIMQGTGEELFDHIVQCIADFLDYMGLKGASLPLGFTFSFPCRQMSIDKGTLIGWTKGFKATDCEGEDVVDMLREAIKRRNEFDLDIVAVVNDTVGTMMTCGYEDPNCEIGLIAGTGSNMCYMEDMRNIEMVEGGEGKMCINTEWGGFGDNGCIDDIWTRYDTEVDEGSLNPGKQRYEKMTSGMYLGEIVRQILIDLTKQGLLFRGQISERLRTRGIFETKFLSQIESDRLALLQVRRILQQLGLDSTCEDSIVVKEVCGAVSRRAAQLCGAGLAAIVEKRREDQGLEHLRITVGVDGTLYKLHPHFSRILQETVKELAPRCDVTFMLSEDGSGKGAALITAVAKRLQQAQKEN
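test system = in-house recombinant HK5 (HKDC1) enzyme | amount = HKDC1 at 5 µg/mL | control set = DMSO-enzyme wells negative, buffer-substituted wells positive | compound = one dose of 20 µM, 1% DMSO | schedule = reaction time 90 min, room temperature, protected from light | technique = resorufin fluorescence at 613 nm | reagent = glucose with 1 mM ATP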
UBC13 polyUb = human UBC13 polyubiquitination inhibition; inhibition, % at 20 µM; P61088; AID 485273; UBC13 polyubiquitin chain formation, TR-FRET; 0.47% of 330,000 active; in the data active means inhibition above about 45%, passing the limit was not always enough; inconclusive means no clear call, values can overlap the other calls
Jurkat NFkB inh = lowers PMA/ionomycin-induced NF-kB signal in Jurkat cells; PMA/ionomycin-induced NF-kB luciferase reporter, luminescence; inhibition, % at 4 µM; 0.53% of 330,000 active
SENP8 inh = inhibitors of human SENP8 protease | Q96LD8 | purified SENP8, Z-RLRGG-aminoluciferin cleavage, luminescence | inhibition, % at 10 µM | 1.2% of 330,000 active | AID 2540
Target sequence (Q96LD8 whole entry, looked up): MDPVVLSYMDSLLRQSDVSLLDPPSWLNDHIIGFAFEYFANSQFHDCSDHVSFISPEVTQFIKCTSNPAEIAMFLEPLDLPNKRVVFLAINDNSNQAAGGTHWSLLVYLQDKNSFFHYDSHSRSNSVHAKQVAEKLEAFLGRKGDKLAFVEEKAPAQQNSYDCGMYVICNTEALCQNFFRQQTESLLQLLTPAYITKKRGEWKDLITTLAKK
Apaf1 inhib = human Apaf-1 inhibition | O14727 | reconstituted apoptosome caspase-3 activity, DEVD-Rh110 fluorescence | inhibition, % at 20 µM | 0.71% of 330,000 active; active means inhibition of at least 40% at 20 µM;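 further: plate controls were DMSO wells for no effect and DEVD-CHO caspase inhibitor wells for full effect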
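Material: reconstituted apoptosome with Apaf-1, cytochrome c, caspase-9, procaspase-3, dATP / Buffer or medium: pH 7.5 Hepes buffer with CHAPS, BSA, DTT / Also added: cytochrome c with DEVD-Rh110 / Schedule: compound with Apaf-1, dATP, procaspase-3 30 min, then 50 min reaction, room temperature / Technique: rhodamine 110 fluorescence at Ex 480/Em 540 nm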
SENP7 block = inhibitors of human SENP7 protease; recombinant SENP7, Z-RLRGG-aminoluciferin luminescence, 40 min; Q9BQF6; 1.5% of 330,000 active; AID 434973; inhibition, % at 5 µM;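 active means inhibition above about 50% at the single test dose, limit read from the data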;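 further: plate controls were DMSO with enzyme for no effect and no enzyme buffer wells for full effect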
697 NFkB inh = inhibitors of the PMA/ionomycin-induced NF-kB reporter in 697 B cells; AID 435022; 0.33% of 330,000 active; 697 B-cell NF-kB luciferase reporter, 16 h; inhibition, % at 4 µM; in the data active means inhibition above about 35%
* = called active by the depositor; ? = inconclusive; · = not tested or not shown. Unless noted, no stated cut-off is given here; in the data, active means inhibition above about 50%; inactive means the rest.

SMILES | Gli-Sufu block | HKDC1 inh | UBC13 polyUb | Jurkat NFkB inh | SENP8 inh | Apaf1 inhib | SENP7 block | 697 NFkB inh
CCCCn1c(N)c(N(Cc2ccccc2OC)C(=O)c2c(CC)noc2C)c(=O)[nH]c1=O | -2 | -2 | -2 | -4 | -7 | -3 | 0 | 6
COC(=O)CS(=O)(=O)c1nnc([C@H](Cc2ccccc2)NC(=O)OC(C)(C)C)o1 | -12 | 3 | 9 | 30 | -3 | 2 | -6 | -11
CC(C)CC(C(=O)OCC(=O)Nc1cccc(Cl)c1)N1C(=O)C2CC=CCC2C1=O (centres undefined) | -10 | -3 | 3 | -1 | -2 | 30 | -6 | -9
COc1ccc(CCN2CC(O)=C(c3nc(C)cs3)C2=N)cc1OC | -9 | 8 | -8 | 5 | -6 | -10 | -1 | 14
O=C(Nc1nnc(SCc2c(Cl)cccc2Cl)s1)c1ccc2ncsc2c1 | · | · | -2 | -19 | 2 | 9 | -5 | -74
CC(C)C(=O)NC(=S)Nc1ccccc1F | -3 | 4 | 4 | -9 | 0 | -8 | 5 | -25
O=C(COC(=O)/C=C/c1cccc(C(F)(F)F)c1)NC(=O)NCc1ccccc1 | 3 | -5 | -3 | -8 | -7 | 10 | 5 | -2
Cc1nn(C)cc1S(=O)(=O)Nc1ccc2c(c1)OCCO2 | 9 | -11 | -6 | -19 | 0 | 6 | 2 | -31
Cc1ccc(CNC(=O)C(=O)NCC2OCCN2C(=O)c2cccs2)cc1 (centres undefined) | -1 | -4 | 5 | 2 | 1 | -12 | -3 | -12
Cc1cc(N2CCOCC2)nc2ccc(NC(=S)NCc3ccc4c(c3)OCO4)cc12 | 6 | 2 | 4 | 0 | 3 | -5 | -3 | -6
CCSc1nnc(NC(=O)C2Cc3ccccc3CN2S(=O)(=O)CC)s1 (centres undefined) | -9 | -6 | -22 | -8 | -11 | 10 | -10 | -46
O=C(NCCN1CCOCC1)c1ccc2c(c1)N(Cc1ccccc1)CCS2 | -5 | -2 | 28 | -17 | 5 | 9 | 5 | -14
C=CCn1c(SCc2ccc(Cl)cc2)nc2cc(C(=O)N3CCC(C(N)=O)CC3)ccc2c1=O | 1 | -2 | 57* | 2 | -5 | 6 | -3 | 6
CN(Cc1ccno1)C(=O)CC1C(=O)NCCN1CC(c1ccccc1)c1ccccc1 (centres undefined) | -2 | -5 | -3 | 14 | -8 | 7 | 3 | -6
O=C(Nc1ncc([N+](=O)[O-])s1)c1ccc2c(c1)OCO2 | 18 | 1 | -14 | -10 | 97* | 4 | 102* | -109
COc1ccccc1CN(C)C(=O)c1sccc1-c1ccccc1 | -14 | 3 | -9 | -7 | -2 | 17 | 16 | -2
COc1ccc(N2CCN(C(=O)CSc3nnc(C)c(=O)[nH]3)CC2)cc1 | -2 | -9 | -8 | 4 | 6 | -20 | 3 | 21
C/C(=N\NC(=O)c1ccc(Cl)cc1)c1ccc2[nH]ccc2c1 | -4 | 4 | 4 | -15 | -9 | 2 | -2 | -2
Cc1cccc(NC(=O)C2CCCN(S(=O)(=O)c3c(C)nn(C)c3C)C2)n1 (centres undefined) | 3 | -4 | -8 | 9 | -6 | -6 | 10 | 4
CC(=O)c1sc(NC(=O)C2CC(=O)N(Cc3ccco3)C2)nc1-c1ccccc1 (centres undefined) | -10 | -6 | -7 | -3 | -37 | 13 | -8 | -1
O=CC1=C(c2ccccc2)Oc2ccccc2O1 | -18 | 6 | -12 | 10 | -13 | 10 | -5 | -33
CC1CN(C(=O)COC(=O)/C=C/c2ccc(C(F)(F)F)cc2)CC(C)O1 (centres undefined) | -6 | -4 | -15 | 22 | -8 | 8 | -6 | 0
COc1ccc(/C=N/NC(=O)c2sc(C)nc2C)cc1 | 3 | -8 | 20 | 6 | 15 | -12 | -7 | -14
CC(=O)c1sccc1NC(=O)CC(C)(C)CC(=O)O | -1 | 0 | 6 | -7 | -6 | -17 | 0 | 12
O=C(c1ccc2snnc2c1)N1CCCC1 | -3 | -6 | 1 | -2 | -5 | 0 | -7 | 13

A second format for three compounds above.
structure: CC(=O)c1sc(NC(=O)C2CC(=O)N(Cc3ccco3)C2)nc1-c1ccccc1 (centres undefined)
  Gli-Sufu block: -10	HKDC1 inh: -6	UBC13 polyUb: -7	Jurkat NFkB inh: -3	SENP8 inh: -37	Apaf1 inhib: 13	SENP7 block: -8	697 NFkB inh: -1

structure: O=CC1=C(c2ccccc2)Oc2ccccc2O1
  Gli-Sufu block: -18	HKDC1 inh: 6	UBC13 polyUb: -12	Jurkat NFkB inh: 10	SENP8 inh: -13	Apaf1 inhib: 10	SENP7 block: -5	697 NFkB inh: -33

structure: CC1CN(C(=O)COC(=O)/C=C/c2ccc(C(F)(F)F)cc2)CC(C)O1 (centres undefined)
  Gli-Sufu block: -6	HKDC1 inh: -4	UBC13 polyUb: -15	Jurkat NFkB inh: 22	SENP8 inh: -8	Apaf1 inhib: 8	SENP7 block: -6	697 NFkB inh: 0

Later entries:
SMILES | Gli-Sufu block | HKDC1 inh | UBC13 polyUb | Jurkat NFkB inh | SENP8 inh | Apaf1 inhib | SENP7 block | 697 NFkB inh
CCC(Sc1nc(C)cc(C)n1)C(=O)O (centres undefined) | -2 | 12 | 0 | -7 | -11 | -9 | 6 | 3
CCCCn1c(N)c(N(CC(C)C)C(=O)C2CCC2)c(=O)[nH]c1=O | -4 | -5 | -5 | 1 | 2 | -18 | -3 | 12
COc1ccc(S(=O)(=O)NC2CCCC2)c(OC)c1 | -12 | -6 | 0 | -13 | -3 | -13 | 2 | -20
OCCSc1nc2ccccc2n1CCOc1ccccc1 | -8 | -4 | 6 | 4 | 0 | -11 | -6 | 5
COc1ccc(OCC(=O)N/N=C/c2cccn2-c2cccc(C(=O)O)c2)cc1 | -3 | -3 | -1 | 13 | -3 | 1 | -1 | 19
CCOC(=O)c1ccccc1NC(=S)N1CCC(N2CCCCC2)CC1 | 14 | 0 | 1 | 0 | -1 | -12 | 4 | -14
COc1ccc(NC(=O)CN(C)C(=O)c2cc(-c3ccccc3)nc3ccccc23)cc1 | 6 | 3 | -2 | -11 | -8 | 11 | 14 | 7
O=C(O)CN1CCN(Cc2ccc(Cl)cc2)C1=O | 2 | 3 | -4 | 15 | -7 | -10 | 1 | 9
CN(C)C(/C=C/Nc1ccc(F)cc1)=C(C#N)C#N | 3 | -8 | 2 | 0 | 5 | -9 | -3 | 10
COc1ccc(CC(=O)NNc2ncnc3c2cnn3C)cc1 | -3 | -7 | -2 | 12 | 0 | -8 | 0 | 15
C/C(=N\Nc1ccc(C(F)(F)F)cc1[N+](=O)[O-])C1CC1 | 0 | 8 | -47 | -4 | -3 | 5 | -2 | -11
CCCN(CCC)S(=O)(=O)c1ccc(C(=O)N2CC3CCC(CC3)C2)cc1 | 13 | -4 | ? | -2 | -9 | 2 | 11 | -25
Nc1ccc(Nc2nc(-c3ccncc3)cs2)cc1 | 3 | -4 | 2 | -38 | -5 | -25 | 7 | 22
COc1cc(CNCc2ccc(OC)c3ccccc23)cc(OC)c1OC | 42 | 5 | 6 | 15 | -4 | 2 | 8 | -22
CCOC(=O)c1c(NC(=O)CSc2nnc(CNc3ccc(OC)cc3)n2C)sc(C)c1C | -3 | 4 | 0 | -17 | -10 | 26 | -11 | -26
COc1ccc(NC(=O)CCCC2=NS(=O)(=O)c3ccccc3N2)cc1 | 4 | -6 | 5 | 0 | -18 | 2 | -17 | 1
COCCNC(=O)C(=O)Nc1cccc(Br)c1 | -13 | 3 | 8 | 3 | -6 | -9 | 3 | 16
Cn1c(NC(=O)c2ccco2)c(-c2ccc(Cl)cc2)c(=O)c2ccccc21 | 2 | -2 | -2 | 12 | 1 | -9 | -5 | -2
CCCN1CCN(CCNC(=O)Nc2cc(C)ccc2C)CC1 | 4 | -2 | 4 | -9 | -2 | -3 | 2 | 14
Cc1c(CCO)c(=O)[nH]n1S(=O)(=O)c1ccccc1 | 1 | -6 | 6 | 18 | -8 | -1 | 6 | 13
CCOc1ccccc1NC(=O)c1ccccc1-c1ccccc1 | 16 | -3 | 3 | 8 | 4 | 12 | 2 | -33
COc1cc(C(=O)NCCC(=O)NC2CCCCC2)cc(OC)c1OC | 0 | -5 | 7 | 5 | -4 | -3 | -4 | 4
Cc1ccc(S(=O)(=O)N(C)C)cc1NC(=O)C1CCCCC1 | -3 | 0 | 9 | -2 | 0 | -14 | -1 | 20
O=C(O)CSc1nc2ccccc2c(=O)[nH]1 | -1 | -6 | 6 | -3 | -2 | -7 | -3 | 5
Cc1cc(-c2nnc3sc(C4CCCCC4)nn23)n[nH]1 | 2 | -2 | -14 | -25 | -5 | 7 | -5 | -27
SMILES | Gli-Sufu block | HKDC1 inh | UBC13 polyUb | Jurkat NFkB inh | SENP8 inh | Apaf1 inhib | SENP7 block | 697 NFkB inh
CC(=O)OC12CC3CC(C1)C(=NO)C(C3)C2 | -1 | -4 | 3 | 9 | 2 | -4 | 2 | 1
CN(CC(=O)Nc1cccc(C(F)(F)F)c1)Cc1ccccc1 | 3 | -4 | 3 | 1 | 4 | 11 | 4 | -2
CCOc1cc(N2CCOCC2)c(OCC)cc1NC(=O)COC(=O)c1cc(C)oc1C | 3 | -1 | 6 | 3 | 0 | -1 | -2 | -6
COc1cc(C)nc(Oc2ccc(OCc3ccccc3)nn2)n1 | 0 | 3 | -2 | 4 | 2 | 0 | 11 | 2
COc1ccc(-c2cc(C(F)(F)F)n3nc(C(=O)N4CCCCC4)cc3n2)cc1OC | 6 | -3 | 3 | -10 | 2 | 16 | 5 | 15
c1ccc(-c2nccc(-c3ccc4c(c3)OCO4)n2)cc1 | -38 | 4 | 21 | -33 | -8 | -6 | 1 | -14
C/C=C(/C)C(=O)O[C@@H]([C@H](O)c1cc2ccc(=O)oc2cc1OC)C(C)(C)O[C@@H]1O[C@H](CO)[C@@H](O)[C@H](O)[C@H]1O | 0 | -2 | 4 | 3 | 3 | 3 | 8 | 15
CCCCCC(C)NC(=O)CN1C(=O)NC(C)(c2ccc3ccccc3c2)C1=O (centres undefined) | 32 | 0 | -6 | 23 | 6 | 5 | -6 | 14
NS(=O)(=O)c1cnccc1Nc1cccc(Br)c1 | 9 | -2 | 4 | 3 | -2 | -4 | -4 | 26
NC(=O)C1CC(=O)N(c2ccc(OCc3ccc([N+](=O)[O-])cc3)cc2)C1 (centres undefined) | -24 | -4 | 0 | -51 | -3 | 1 | -2 | -61
COc1ccc(OC)c2c1cc(C(=O)N[C@@H](C)C(=O)N[C@@H](C(=O)O)c1ccccc1)n2C | 4 | 6 | 4 | 1 | 5 | -1 | 1 | 18
COC(=O)CSc1nnc2c3c4c(sc3nc(-n3nc(C)cc3C)n12)COC(C)(C)C4 | -2 | -8 | -13 | -30 | -10 | 4 | -13 | -32
O=C(NC(=S)NCCC1=CCCCC1)c1ccccc1Br | -3 | -6 | -6 | -20 | 8 | 10 | -4 | -24
O=C(CSc1nc(C2CC2)n(-c2ccccc2)n1)NCc1ccco1 | 2 | -2 | 3 | 3 | 15 | -5 | -4 | 4
Cc1c(C)c2ccc(OCC(=O)Nc3ccc(S(N)(=O)=O)cc3)c(C)c2oc1=O | 1 | 7 | -2 | 9 | 0 | 5 | 10 | -14
CCN1CCN(CC(=O)N2c3ccccc3CC2C)CC1 (centres undefined) | · | -16 | 6 | 3 | -2 | -4 | -4 | 4
Cc1cccc(C)c1NC(=O)NC1CC2CCC(C1)N2Cc1cccs1 (centres undefined) | 8 | 11 | 4 | -26 | -13 | -18 | -13 | 11
COC(=O)c1cc(CSc2nc3ccc(C)cc3[nH]2)oc1C | -2 | -1 | 2 | 9 | -3 | -6 | 4 | -14
Cc1ccc(O)c(NC(=S)NC(=O)C(C)C)c1 | 2 | -6 | 3 | -10 | 0 | -5 | 15 | -3

Full records, quoted from the list. Order of values: Gli-Sufu block	HKDC1 inh	UBC13 polyUb	Jurkat NFkB inh	SENP8 inh	Apaf1 inhib	SENP7 block	697 NFkB inh
Shown for COc1cc(C)nc(Oc2ccc(OCc3ccccc3)nn2)n1 → 0	3	-2	4	2	0	11	2
Shown for O=C(CSc1nc(C2CC2)n(-c2ccccc2)n1)NCc1ccco1 → 2	-2	3	3	15	-5	-4	4

Compound activity (PubChem BioAssay)
